Screening data: PubChem BioAssay, several laboratories
BoNT A protease: blocks Botulinum neurotoxin A light chain protease | multiplex microsphere protease substrate cleavage, flow cytometry | inhibition, % at 10 µM | hit rate 0.17% among 360,000 | AID 588499; further: plate controls were buffer without enzyme for full effect and enzyme alone for no effect
Rv3671c inh: inhibits the M. tuberculosis serine protease Rv3671c; P9WHR9; inhibition, % at 5.96 µM; hit rate 0.048% among 320,000; AID 2606; in the data active means inhibition above about 38%;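 further: extracellular domain of Rv3671c used as enzyme; 0% = enzyme with DMSO and 100% = no enzyme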
Target sequence (P9WHR9 whole entry, looked up, the tested form may be a part): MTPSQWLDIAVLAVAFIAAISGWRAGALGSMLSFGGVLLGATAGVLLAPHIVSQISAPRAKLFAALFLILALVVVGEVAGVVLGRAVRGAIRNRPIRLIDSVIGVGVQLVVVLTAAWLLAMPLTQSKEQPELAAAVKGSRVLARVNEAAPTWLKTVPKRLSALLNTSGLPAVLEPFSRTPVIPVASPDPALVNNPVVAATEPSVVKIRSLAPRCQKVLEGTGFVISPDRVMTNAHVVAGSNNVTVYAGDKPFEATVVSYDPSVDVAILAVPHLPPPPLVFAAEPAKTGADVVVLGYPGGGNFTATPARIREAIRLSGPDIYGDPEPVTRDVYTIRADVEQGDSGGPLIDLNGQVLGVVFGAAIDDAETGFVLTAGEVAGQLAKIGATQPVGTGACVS
Anthrax LF inh2: blocks Bacillus anthracis lethal factor protease; P15917; multiplex microsphere protease cleavage assay, LF; inhibition, % at 10 µM; hit rate 0.12% among 360,000; AID 588501; further: plate controls were buffer without enzyme for full effect and enzyme alone for no effect
BoNT F protease: blocks Botulinum neurotoxin F light chain protease; Multiplex microsphere protease cleavage assay, flow cytometry; inhibition, % at 10 µM; hit rate 0.22% among 360,000; in the data active means inhibition above about 35%, passing the limit was not always enough; inconclusive means no clear call, values can overlap the other calls; further: plate controls were buffer without enzyme for full effect and enzyme alone for no effect
PrPC TRFRET: inhibitors of human cell surface prion protein PrPC; P04156; TR-FRET read-out; inhibition, % at 13.8 µM; hit rate 0.43% among 370,000; AID 720596; in the data active means inhibition above about 24%; further: 0% = median of the test wells and 100% = reference compound wells
SSB-PriA inh: blocks PriA binding to SSB C-terminal tail | AlphaScreen SSBct-PriA binding, biotinylated peptide | inhibition, % at 33 µM | hit rate 0.6% among 430,000 | AID 1272365; in the data active means inhibition mostly above about 37%, no sharp cut-off; inactive means mostly below about 20%;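 further: plate controls were negative control peptide for no effect and reference peptide for full effect; strong numbers were not always called active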
CCHFV vOTU inh: blocks the CCHF virus ovarian tumor domain protease; CCHFV vOTU protease, Pep-AMC fluorescence; inhibition, % at 11.5 µM; hit rate 0.55% among 370,000; in the data active means inhibition above about 30%; further: 0% = vehicle wells with enzyme and 100% = no enzyme wells
3CLpro inhibitor: SARS-CoV 3CLpro protease inhibition; P0C6X7; recombinant SARS-CoV 3CLpro, quenched FRET peptide cleavage; inhibition, % at 6 µM; hit rate 0.14% among 290,000; AID 1706; in the data active means inhibition above about 12%
MazEF act: MazEF (E. coli) toxin RNase activation; FAM/BHQ RNA-DNA oligo cleavage fluorescence, 5 h; activation, % at 20 µM; hit rate 0.32% among 350,000; AID 504720; in the data active means activation above about 50%
Target sequence (P0AE70 whole entry, looked up): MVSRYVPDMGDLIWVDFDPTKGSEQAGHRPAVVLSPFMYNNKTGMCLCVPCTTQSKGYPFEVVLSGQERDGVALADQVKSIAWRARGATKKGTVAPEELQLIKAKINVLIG
DUSP3 inh: blocks human VHR1 dual specificity phosphatase. inhibition, % at 13.3 µM. hit rate 0.52% among 290,000. recombinant VHR phosphatase, pNPP absorbance. P51452; in the data active means inhibition above about 50%; further: some compounds called inactive have numbers as strong as hits
Target sequence (P51452 whole entry, looked up): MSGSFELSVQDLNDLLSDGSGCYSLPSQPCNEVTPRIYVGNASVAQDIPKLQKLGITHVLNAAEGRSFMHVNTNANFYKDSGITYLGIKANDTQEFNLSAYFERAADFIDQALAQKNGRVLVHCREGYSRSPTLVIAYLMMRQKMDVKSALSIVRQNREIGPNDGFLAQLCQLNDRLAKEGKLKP
Numbers without * were called inactive; ? = inconclusive; nt = no result given. Unless noted, no stated cut-off is given here; in the data, active means inhibition above about 30%; inconclusive means no clear call, values can overlap the other calls; inactive means below that.

cpd	SMILES	SSB-PriA inh	CCHFV vOTU inh	3CLpro inhibitor	MazEF act	Anthrax LF inh2	Rv3671c inh	DUSP3 inh	BoNT F protease	BoNT A protease	PrPC TRFRET
1	CC(C)(CNC(=O)c1cc(-c2ccc(Cl)s2)nc2ccccc12)N1CCOCC1	-2	-13	nt	-6	4	6	nt	4	0.4	-10
2	CCN(CC)S(=O)(=O)c1ccc(C(=O)Nc2ccc(OCC(=O)N3CCOCC3)cc2)cc1	-12	-1	-10	-4	1	0	8	2	0.0	2
3	CS(=O)(=O)c1ccc(Cl)c(NC(=O)c2cccc(-n3cnnn3)c2)c1	-8	11	nt	1	3	-3	nt	0	1.7	-5
4	CCOC(=O)CSc1nc2cc(C(=O)NCc3ccco3)ccc2c(=O)n1C1CCCCC1	-8	nt	4	-18	-1	-3	6	0	0.2	nt
5	C[N+]1(C)[C@@H]2CC[C@H]1CC(OC(=O)C(c1ccccc1)c1ccccc1)C2 (some centres undefined)	24	1	-1	4	-2	6	27	-7	-0.4	-9
6	Cc1cc(C)cc(OCC(=O)NNC(=O)c2cc(C)[nH]n2)c1	-13	6	0	-14	0	-9	29	2	-0.1	-1
7	COc1ccc(/C=N/NC(=O)c2ccoc2C)cc1COc1ccc(Cl)cc1	nt	20	-3	-5	nt	-59	7	nt	nt	-5
8	COc1ccc(C(=O)COC(=O)c2cc(C)no2)c(OC)c1	-6	12	nt	-6	-7	9	nt	1	0.0	3
9	COc1ccc(S(=O)(=O)NC(C)C(=O)NCc2cccnc2)cc1Cl (centres undefined)	-24	1	-7	13	4	6	30	-13	-0.1	4
10	Cc1nc2ccc(C(=O)Nc3cccc(NS(C)(=O)=O)c3)cn2c1N(C)C(=O)CCc1ccccc1	nt	-1	nt	nt	-8	nt	nt	-3	-0.2	-6
11	O=C(COC(=O)/C=C/c1cccs1)NC(c1ccccc1)c1ccccc1	1	-1	6	-20	2	-7	13	5	0.4	-5
12	COC(=O)c1ccc(OCC(O)CN2C(=O)c3ccccc3S2(=O)=O)cc1 (centres undefined)	-32	9	-3	-25	4	0	0	2	-1.1	-7
13	Clc1ccc(OCc2nc(-c3ccncc3)no2)c(Br)c1	-18	-3	3	7	-8	-2	-1	1	-0.2	7
14	Nn1c(SCc2cccc(F)c2)nnc1-c1cccnc1	5	-1	-6	4	-9	-5	5	10	-0.7	5
15	CN(C)/C=C/C(=O)c1cnc(-c2cccc(Cl)c2)s1	-1	-8	1	-5	-7	-2	10	42*	6.8	5
16	Nc1ncnc2c1ncn2[C@@H]1O[C@H](C(=O)Nc2ccc(Oc3ccccc3)nc2)[C@@H](O)[C@H]1O	nt	2	nt	nt	5	nt	nt	10	0.7	8
17	COc1cc(CNC(=O)OC2CC3CC2[C@H]2CCCCN2C3=O)cc(OC)c1 (some centres undefined)	nt	-9	nt	nt	-7	nt	nt	-8	-0.4	0
18	O=C(COC(=O)CN1C(=O)c2ccccc2C1=O)Nc1ccccc1C(F)(F)F	nt	5	nt	-4	-6	nt	nt	4	-0.3	-5
19	O=[N+]([O-])c1cccc(/C=N\N2CCN(Cc3ccccc3Cl)CC2)c1	nt	4	-1	-5	-1	-12	16	-1	0.0	4
20	Nn1c(Nc2ccccc2)nc2ccccc2c1=O	-12	15	4	-4	9	-2	-1	-5	-1.4	-2
21	CN(C)C(=O)c1ccc(NC(=O)c2cccc(S(=O)(=O)N3CCCCCC3)c2)cc1	0	-10	nt	-5	-2	-6	nt	0	-0.4	-9
22	COc1cc(NC(=O)c2ccno2)cc(C(=O)Nc2cccc(C(F)(F)F)c2)c1	-9	22	nt	4	-2	-164	11	-5	-0.5	20
23	Cc1ccc(C(=O)Nc2ccncc2)cc1S(=O)(=O)N1CCOCC1	-12	0	2	6	-4	0	-9	-3	1.4	0
24	COc1ccnc(Oc2ccccc2)c1C(N)=O	-16	-4	4	4	-6	-4	-10	-1	-0.9	-4
25	COc1cc2sc3cc(NCC[C@@H]4CCCN4C)ccc3c(=O)c2cc1OC	-6	-39	nt	2	1	-13	nt	-35	7.7	0

Part of the list above in order of SMILES length, ascending.
cpd	SMILES	SSB-PriA inh	CCHFV vOTU inh	3CLpro inhibitor	MazEF act	Anthrax LF inh2	Rv3671c inh	DUSP3 inh	BoNT F protease	BoNT A protease	PrPC TRFRET
14	Nn1c(SCc2cccc(F)c2)nnc1-c1cccnc1	5	-1	-6	4	-9	-5	5	10	-0.7	5
6	Cc1cc(C)cc(OCC(=O)NNC(=O)c2cc(C)[nH]n2)c1	-13	6	0	-14	0	-9	29	2	-0.1	-1
17	COc1cc(CNC(=O)OC2CC3CC2[C@H]2CCCCN2C3=O)cc(OC)c1 (some centres undefined)	nt	-9	nt	nt	-7	nt	nt	-8	-0.4	0

In the list so far, 2 contain an aryl thioether with sulfur outside any ring:
cpd	SMILES	SSB-PriA inh	CCHFV vOTU inh	3CLpro inhibitor	MazEF act	Anthrax LF inh2	Rv3671c inh	DUSP3 inh	BoNT F protease	BoNT A protease	PrPC TRFRET
4	CCOC(=O)CSc1nc2cc(C(=O)NCc3ccco3)ccc2c(=O)n1C1CCCCC1	-8	nt	4	-18	-1	-3	6	0	0.2	nt
14	Nn1c(SCc2cccc(F)c2)nnc1-c1cccnc1	5	-1	-6	4	-9	-5	5	10	-0.7	5

The results go on.
cpd	SMILES	SSB-PriA inh	CCHFV vOTU inh	3CLpro inhibitor	MazEF act	Anthrax LF inh2	Rv3671c inh	DUSP3 inh	BoNT F protease	BoNT A protease	PrPC TRFRET
26	COc1cc(C2NC(=O)CCC2[N+](=O)[O-])c(OC)cc1Br (centres undefined)	-5	1	6	9	-13	-3	-14	-19	4.6	6
27	CCCC(=O)N1CC(=O)Nc2ccc(F)cc2C1c1ccccc1 (centres undefined)	-7	10	-1	-2	-2	-3	12	0	-0.4	1
28	COCC(=O)NCc1ccc2c(c1)OCO2	-4	-5	-1	16	1	-8	20	4	1.9	-4
29	CC1=NOC(=O)/C1=C/c1ccc(-c2ccc(Cl)cc2)o1	nt	nt	1	nt	2	14	-12	3	0.9	nt
30	C#CCN(C[C@H]1[C@H](OC(=O)NCc2ccc(OC)c(OC)c2)[C@H](OC(=O)NCc2ccc(OC)c(OC)c2)C[C@H]2C(=O)N(c3ccccc3)C(=O)[C@@H]12)S(=O)(=O)c1ccc(C)cc1	nt	1	nt	-19	2	nt	nt	0	-0.4	3
31	CCCCCCCCn1cc(C(C)=O)c(=O)[nH]c1=O	-20	-20	3	1	6	-3	6	-2	0.7	-2
32	COc1cc(CN2CC(=O)N(c3ccc(C)c(C)c3)C2=S)cc(OC)c1OC	-20	-13	8	9	0	-3	4	-2	1.2	-5
33	CNc1ccc(NC(C)=O)cc1[N+](=O)[O-]	-15	0	5	4	0	2	35	1	0.3	-47
34	CC(=O)NC(CC(=O)c1ccc([N+](=O)[O-])cc1)C(Cl)(Cl)Cl (centres undefined)	-3	1	-4	14	-1	1	-22	-1	-0.4	-41
35	CN(CCc1ccccn1)C(=O)CC1C(=O)NCCN1Cc1ccccc1C(F)(F)F (centres undefined)	-14	-16	0	8	-6	-2	-8	-4	-0.2	-2
36	O=C(NCCNC(=O)c1cc(Cl)ccc1Cl)c1ccco1	-5	4	-2	6	2	6	-7	1	1.8	6
37	COc1cc(OC)c(-c2sc(Nc3ccccc3)n[n+]2-c2ccc(F)cc2)cc1OC	-14	14	2	6	0	6	17	-7	0.2	-2
38	COC(=O)c1cc(OC)c(OC)cc1NC(=O)c1c(-c2ccccc2Cl)noc1C	-5	-2	5	-2	0	-10	26	5	3.2	-6
39	CCC1(CC)NC(=O)N(CC(=O)OC(C)C(=O)Nc2cc([N+](=O)[O-])ccc2OC)C1=O (centres undefined)	-5	30*	0	5	3	1	19	26	15	-16
40	CCCCOc1ccc(C(=O)NCC(=O)NC2CCCCC2)cc1	-4	-4	nt	4	-9	7	nt	-3	-0.2	-2
41	Cc1nc([N+](=O)[O-])cn1CC(=O)Nc1ccc(F)c(Cl)c1	-10	0	-4	1	-1	-7	11	-2	3.6	-2
42	COc1ccc(NC(=O)CSc2cc(C)ccc2C)cn1	-16	-9	4	6	-4	-2	14	-5	-1.5	5
43	CCOc1ccc(C(C(=O)NC2CCCC2)N(CCOC)C(=O)CNC(=O)c2ccco2)cc1 (centres undefined)	-7	17	1	7	0	10	20	10	-0.6	-1
44	COc1cc(CCC(=O)N2CCN(S(=O)(=O)c3ccc(C)cc3)CC2)cc(OC)c1OC	nt	-6	nt	-6	-4	-14	nt	-7	-0.3	5
45	CCN(CC)S(=O)(=O)c1ccc2c(c1)nc(SCC(N)=O)n2-c1ccc(OC)cc1	5	9	1	-5	0	-4	4	2	0.9	-12
46	C=C(C)CSc1nnc(CCCCCNC(=O)OC(C)(C)C)o1	-6	11	-1	8	13	0	27	?	8.0	0
47	CCC(=O)Nc1ccc(N2CCN(S(C)(=O)=O)CC2)cc1	-8	-9	-2	-3	-1	-3	0	-7	-0.8	-4
48	Cc1ccc(CCN2CC(C(=O)NC3CCC(C)CC3)CC2=O)cc1 (centres undefined)	nt	-8	nt	4	-3	nt	nt	-3	0.1	-8
49	COc1ccc(OC(F)(F)F)cc1CC1(C)C(=O)Nc2ccc(S(=O)(=O)NC3CCCCC3)cc21 (centres undefined)	nt	16	nt	nt	0	nt	nt	4	0.3	36*
50	O=C(c1cc2ccccc2o1)N1CCN(c2ccccc2Cl)CC1	-5	7	0	-4	0	-2	-7	0	0.0	-9
51	CCc1ccc(C2=NN(CCC(=O)NC3CCCCCC3)C(=O)CC2)cc1	6	16	1	-1	-2	-6	-1	4	0.3	0
52	CC(=O)NNC(=O)c1cc2c3ccccc3n(C)c2s1	-9	7	1	7	-8	-12	17	0	0.7	6

Some of the entries so far, as labelled records:
(28) COCC(=O)NCc1ccc2c(c1)OCO2
  SSB-PriA inh: -4
  CCHFV vOTU inh: -5
  3CLpro inhibitor: -1
  MazEF act: 16
  Anthrax LF inh2: 1
  Rv3671c inh: -8
  DUSP3 inh: 20
  BoNT F protease: 4
  BoNT A protease: 1.9
  PrPC TRFRET: -4

(37) COc1cc(OC)c(-c2sc(Nc3ccccc3)n[n+]2-c2ccc(F)cc2)cc1OC
  SSB-PriA inh: -14
  CCHFV vOTU inh: 14
  3CLpro inhibitor: 2
  MazEF act: 6
  Anthrax LF inh2: 0
  Rv3671c inh: 6
  DUSP3 inh: 17
  BoNT F protease: -7
  BoNT A protease: 0.2
  PrPC TRFRET: -2

A portion of the library; count on the stated rates, not on these rows.
